HEK293 NFkB inh = inhibitors of PMA/ionomycin-induced NF-kB reporter, primary screen, antigen receptor NF-kB inhibitor project, cell-based, HEK-293 luciferase reporter, luminescence; HEK-293 NF-kB luciferase reporter; inhibition, % at 3 µM; actives 0.21% (n = 62,000);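 active means inhibition above the mean of all tested compounds plus 3 SD, cut at about 40% in these data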;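 further: 0% = stimulated DMSO wells and 100% = 10 µM reference inhibitor 5653914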
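Signal: luciferase luminescence; Material: HEK-293 cells with stable firefly luciferase reporter driven by four HIV NF-kB elements; Probe or stimulus: PMA with ionomycin; Replication: tested once; Times: 1 h compound pretreatment, then 16 h stimulation at 37 °C, 5% CO2; Benchmarks: DMSO and 10 µM reference inhibitor; Evaluation: per-plate % inhibition versus controls.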
A340 absorber = compound light absorbance at 340 nm, profiling panel, artefact control, biochemical, MLSMR library, data from PS, PMK, MK assays | compound absorbance at 340 nm, fold over control | AID 708, 2007 | 65,000 tested, under 10 active | fold change at 10 µM;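 active means at 10 µM dose, initial 340 nm absorbance at least 2 fold that of control wells; inactive means change under 2 fold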;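 further: initial absorbance extrapolated from kinetic A340 decline of NADH oxidation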
Ecoli tolC = growth inhibitors of E. coli tolC mutant, primary screen, strain BW25113 ΔtolC::kan, 384-well. OD615. growth inhibition, % at 10 µM (by protocol). actives 2.2% (n = 65,000). AID 573, 2007;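 active means growth inhibition at or above a cutoff equal to the mean over every tested compound plus 3 SD, cut at about 60% in these data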;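 further: growth measured after 20 h incubation at 37 °C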
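Test system: tolC-deleted E. coli BW25113; medium: LB with kanamycin 50 µg/mL; compound: single-point testing at 10 µM; incubation: 20 h compound exposure of bacteria at 37 °C; signal: OD at 615 nm; evaluation: growth inhibition in percent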
PKA inh = inhibitors of human PKA kinase activity, primary screen, biochemical, ATP-depletion luminescence, Kemptide substrate; cAMP-dependent protein kinase catalytic subunit alpha (Homo sapiens), P17612; PKA Kemptide phosphorylation, Kinase-Glo ATP luminescence; inhibition, % at 6 µM; actives 0.1% (n = 65,000); AID 524, 2006;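 active means inhibition above the screen-wide mean inhibition plus 3 SD, cut at about 21% in these data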; further: many of its hits are not listed in these tables
NADH enzymes = inhibitors of PK/LDH coupling enzymes, profiling panel, artefact control, biochemical, MLSMR library. coupled PK/LDH NADH assays, four targets. IC50, µM (top dose mostly 10 µM), for inactives: at the top dose inhibition. actives 0.02% (n = 65,000);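 active means single-dose screening hits from any of four coupled enzyme assays that gave an IC50 when retested across doses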;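 further: the DPM-DC format reads NADH fluorescence rather than 340 nm absorbance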
ROCK2 inh = inhibitors of human ROCK2 kinase, primary screen, biochemical, high-throughput, luminescence; purified ROCK2, Kinase-Glo ATP depletion luminescence; actives 0.35% (n = 60,000); inhibition, % at 6 µM; Rho-associated protein kinase 2 (Homo sapiens), O75116;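 active means inhibition above the screen-wide mean inhibition plus 3 SD, cut at about 18% in these data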;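 further: plate controls were DMSO wells for no effect and Y-27632 control wells after no-enzyme background subtraction for full effect; many of its hits are not listed in these tables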
MMP-13 inhibitor = human MMP13 inhibitors, primary screen, biochemical, FRET peptide cleavage. MMP-13 fTHP FRET cleavage, Mca fluorescence. actives 0.07% (n = 65,000). AID 570, 2006. inhibition, % at 4 µM;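 active means inhibition above the mean of compound-free control plate wells plus 3 SD, cut at about 14% in these data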;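 further: 0% = DMSO wells and 100% = wells with reference MMP-13 inhibitor after basal subtraction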
JNK3 blocker = JNK3 kinase activity inhibitors, primary screen, biochemical, human, purified enzyme | HTS | actives 0.61% (n = 60,000) | Mitogen-activated protein kinase 10 (Homo sapiens), P53779 | inhibition, % at 8 µM; in the data active means inhibition above about 17%;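 further: 0% = DMSO and 100% = reference inhibitor; many of its hits are not listed in these tables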
Autofluor 339 = intrinsic fluorescence of library compounds, ex339/em460 – biochemical, MLSMR library, data from DPM-DC assay, artefact control, profiling panel; compound autofluorescence, ex339/em460 nm, NADH buffer; stronger effect = higher value; 1 = no-compound wells, NADH background; fluorescence fold increase at 10 µM; actives 5.5% (n = 65,000);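 active means at 10 µM, mean starting fluorescence two-fold or more over control wells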;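 further: signal is the first read of a kinetic run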
An asterisk follows results filed as active; i = inactive; nt = not tested or not shown; [ ] = remark or other dose. A portion of the library; count on the stated rates, not on these rows.

SMILES | HEK293 NFkB inh | A340 absorber | Ecoli tolC | PKA inh | NADH enzymes | ROCK2 inh | MMP-13 inhibitor | JNK3 blocker | Autofluor 339
Cc1cc(C(=O)O)sc1C | 16 | 1 | -18 | 8 | 4% | -15 | 4 | -7 | 1.1
CCOc1ccc(-n2c(Cc3cc(=O)[nH]c(=O)[nH]3)nnc2SCC(=O)NC2CCCC2)cc1 | -24 | 1.1 | -9 | -4 | 4% | -7 | -1 | -2 | 1.1
O=c1[nH]c(CN2CCc3ccccc3C2)nc2ccccc12 | 12 | 1.1 | 6 | 11 | 13% | 3 | -3 | 7 | 1.6
CCOC(=O)c1cccc(NC(=O)c2ccco2)c1 | 3 | 1.1 | -5 | 7 | 1% | 6 | -4 | 2 | 1
Cn1c(=O)c2c(nc(Br)n2CCSc2ncccn2)n(C)c1=O | nt | 0.99 | 3 | 2 | 3% | -4 | 4 | 0 | 1
CCc1nc(N2CCN(C(=O)c3ccccc3)CC2)c(C#N)c2c1COC(C)(C)C2 | nt | 1.1 | 11 | -8 | 2%[fluoresces] | -3 | -56 | 6 | 2.3*
Cc1c(NC(=O)OCc2ccccc2)c(=O)n(-c2ccccc2)n1C | 8 | 1 | -11 | 6 | 3% | 3 | -3 | -1 | 1.1
CC1CN(c2ccccc2)C(=O)CS1 (stereo unspecified) | -1 | 1 | -7 | -3 | 2% | 0 | 1 | -3 | 1
CCN(CC)c1ccc2cc(-c3nc4ccccc4[nH]3)c(=O)oc2c1 | 3 | 0.8 | 31 | -1 | 8% | 1 | 4 | 1 | 1.1
CCn1cnc2cc(NCc3ccc(C)cc3)ccc21 | -31 | 1 | 34 | 7 | 3% | 0 | -7 | -2 | 1.6
Cn1cnc2c(N3CCCCC3)nccc21 | -8 | 0.99 | -26 | -1 | 3% | 2 | 2 | -6 | 1
COc1cc(-c2nnc(SCC(=O)N3CCCC3)o2)cc(OC)c1OC | 16 | 1 | -15 | -8 | 3% | -8 | 0 | 1 | 1.1
CCCc1cc(C(=O)NCCc2ccccc2)no1 | -18 | 1 | -4 | -7 | 7% | 0 | 2 | -3 | 1
CCC(=O)Nc1cc(C)c(NC(=O)c2ccco2)cn1 | 12 | 1 | -5 | 5 | 4% | nt | 1 | nt | 1
CC(=O)OCC(=O)Nc1ccc(Cl)cc1Cl | 11 | 1 | 7 | 10 | 3% | 1 | -5 | -2 | 1.1
COc1cccc(CN(C)CC(=O)NC(=O)NCc2ccco2)c1 | 7 | 1 | -3 | 1 | 3% | 3 | 6 | -5 | 1
CC1CCC(NC(=O)C2CCN(C(=O)NC3CCCCC3)CC2)CC1 (stereo unspecified) | 20 | 1 | -20 | 8 | 9% | 2 | 3 | -5 | 1.1
Cn1c(CNc2ccccc2)cc(=O)n(C)c1=O | 16 | 1.1 | -10 | 2 | 0% | 5 | -1 | -1 | 1.1
CCOC(=O)c1cc(S(=O)(=O)N2CCN(C(=O)OCC)CC2)cn1C | -8 | 0.98 | 2 | 8 | 5% | 5 | -7 | 2 | 1
CCc1ccc(NC(=O)c2cnc3scc(C)n3c2=O)cc1 | -12 | 1.2 | 7 | -1 | 26% | 1 | 5 | 5 | 1.2
COc1c(F)c(F)c(C(=O)Nc2ccc3oc(-c4ccncc4)nc3c2)c(F)c1F | 10 | 1.1 | -3 | 5 | 2% | -2 | -18 | -8 | 1.6
Cc1occc1C(=O)N1CCN(Cc2ccccc2)CC1 | nt | 0.98 | 13 | nt | 4% | nt | nt | nt | 0.95
O=C(NCCCN1CCOCC1)c1cc2c(s1)CSC2 | 13 | 1.1 | -8 | -4 | 4% | -16 | -2 | 9 | 1.4
O=C(NCCCN1CCCC1)c1cccc(N2CCCC2=O)c1 | 5 | 1 | -4 | 1 | 8% | nt | 1 | nt | 1.1
CCn1c(=O)cc(SCC(=O)Nc2cccnc2)c2ccccc21 | 20 | 1 | 9 | 6 | 3% | -2 | 1 | 7 | 1.2
Cc1cc(NC(=O)CSc2nnc(-c3ccncc3)n2N)ccc1Br | 6 | 1 | 7 | 2 | 9% | 8 | -2 | 3 | 1.1
CCCOc1ccc(C(=O)c2nc3c(n2O)CCCC3)cc1 | 17 | 1.1 | 1 | 2 | 10% | 0 | 5 | -1 | 0.94
CC(NC(=O)c1csc2ccccc12)C1CCCO1 (stereo unspecified) | 8 | 1 | -5 | 8 | 3% | 4 | -3 | 8 | 1.1
O=C(NC1CCCC1)C(c1cccs1)N(Cc1ccco1)C(=O)Cn1nnc(-c2cccs2)n1 (stereo unspecified) | 18 | 1 | 5 | 3 | 3% | 2 | -5 | 6 | 1
CCN(CC)C(=O)CN(Cc1ccccc1)S(=O)(=O)c1ccc(F)cc1 | 13 | 1 | 5 | -1 | 2% | 4 | 2 | -5 | 1.1

Shown with two lines to a compound: 2 of the compounds above.
Below each SMILES – HEK293 NFkB inh | A340 absorber | Ecoli tolC | PKA inh | NADH enzymes | ROCK2 inh | MMP-13 inhibitor | JNK3 blocker | Autofluor 339
- CCn1c(=O)cc(SCC(=O)Nc2cccnc2)c2ccccc21
  20 | 1 | 9 | 6 | 3% | -2 | 1 | 7 | 1.2
- Cc1cc(NC(=O)CSc2nnc(-c3ccncc3)n2N)ccc1Br
  6 | 1 | 7 | 2 | 9% | 8 | -2 | 3 | 1.1

Next section:
SMILES | HEK293 NFkB inh | A340 absorber | Ecoli tolC | PKA inh | NADH enzymes | ROCK2 inh | MMP-13 inhibitor | JNK3 blocker | Autofluor 339
C(=N\n1cnnc1SCc1ccccc1)/c1ccco1 | 8 | 1 | 3 | 8 | 2% | 3 | 4 | -4 | 1.1
CCN(CC)CCn1c(OC)cc(=O)[nH]c1=O | 22 | 1 | -8 | -1 | 0% | 5 | 3 | -2 | 1.1
COC(=O)c1nc2n(n1)C(c1cccc(Cl)c1)C1=C(CC(C)(C)CC1=O)N2 (stereo unspecified) | 7 | 1.1 | -2 | 5 | 4% | -2 | 5 | -12 | 1.1
CCCOc1cccc(C(=O)Nc2cc(NC(=O)c3ccco3)ccc2OC)c1 | 3 | 1 | 49 | 1 | 3% | 4 | 3 | 5 | 0.99
CC1(C)CC(=O)C(C=NCCCN2CCCC2=O)=C(O)C1 | 10 | 1 | -19 | -2 | 1% | 0 | 2 | -2 | 1.1
COc1ccc(Cc2nnc(SCC(=O)Nc3nc(C)cs3)o2)cc1 | 14 | 1 | -3 | 9 | 8% | 6 | 2 | -4 | 1.1
CC12CCC(=O)N1c1ccccc1C(=O)N2c1ccccc1 (stereo unspecified) | 9 | 1 | -15 | 11 | 2% | 5 | 2 | -7 | 1.1
CC1(C)NC(=O)N(CC(O)COc2ccc(-c3ccccc3)cc2)C1=O (stereo unspecified) | 2 | 0.98 | -6 | -1 | 11% | -7 | -2 | 1 | 1
Cc1cccc(OCC(O)Cn2c(NCCCOC(C)C)nc3c2c(=O)[nH]c(=O)n3C)c1 (stereo unspecified) | 13 | 0.98 | -6 | -4 | 8% | -2 | 2 | 0 | 1.1
O=C(Nc1ccccc1)OC1C2CCC1C(N1CCCCC1)CC2 (stereo unspecified) | -9 | 1 | -1 | -3 | 4% | -4 | 1 | -3 | 1.1
CCc1c(C)nc(N)n2c(SCC(=O)N3CCCC(C)C3)nnc12 (stereo unspecified) | 17 | 1 | -14 | 1 | 9% | -1 | -12 | 2 | 1.1
O=C(COC(=O)c1c2c(nc3ccccc13)CCCC2)Nc1ccc2c(c1)OCO2 | 14 | 1.1 | 47 | -3 | 6% | nt | -2 | nt | 1.1
Cc1nc(N2CCN(c3ncccn3)CC2)c2oc3ccccc3c2n1 | 31 | 1 | 8 | 9 | 2% | 0 | 3 | 2 | 1.2
CCn1c2c(c3ccc(OC)cc31)CCCC2=O | 21 | 1.2 | 26 | 6 | 8% | 8 | -6 | -1 | 1.4
Cc1cc(=O)oc(C)c1C(=O)NCc1ccc(F)cc1 | 4 | 1.2 | -13 | 7 | 8% | nt | 4 | nt | 0.94
COC(=O)C1=C(C(=O)c2ccccc2)C(c2ccc(O)c(OC)c2)n2nnnc2N1 (stereo unspecified) | 16 | 1 | -17 | -1 | 8% | nt | 2 | nt | 1.1
COc1ccccc1N1CCN(C(c2cccs2)C(C)NS(=O)(=O)c2ccccc2)CC1 (stereo unspecified) | 11 | 1.1 | 31 | 2 | 0% | 8 | 2 | -6 | 1.1
O=C(C1CCC(CNc2c(N3CCCCC3)c(=O)c2=O)CC1)N1CCc2ccccc2C1 (stereo unspecified) | 7 | 0.99 | 7 | 6 | 3% | 2 | 0 | -1 | 1
COC(=O)N1CCN(S(=O)(=O)c2ccc(F)cc2)CC1 | -5 | 1 | -6 | 1 | 4% | 5 | 2 | -6 | 1.1
Cc1cccc(NC(=O)CN(C)S(=O)(=O)c2ccc(Cl)cc2)n1 | -5 | 1 | -2 | 4 | 10% | 4 | 5 | -3 | 1.1
N#C/C(=C(/O)CN1C(=O)c2ccccc2C1=O)c1nc2ccccc2[nH]1 | 8 | 1.1 | -6 | 0 | 2% | 3 | 5 | -2 | 1.1
Cc1nccn1CCc1nc(N)nc(N)n1 | 5 | 1 | -16 | 2 | 11% | 3 | 2 | -2 | 1.1
CCn1ncc(C2=NOC(C(=O)Nc3cnn(C45CC6CC(CC(C6)C4)C5)c3)C2)c1C (stereo unspecified) | 16 | 1 | 28 | -5 | 0% | 0 | 0 | 10 | 1.1
CC(NC(=O)CN1CCN(Cc2ccc(Cl)cc2)C1=O)c1ccc2c(c1)OCCO2 (stereo unspecified) | 19 | 1.1 | 9 | 5 | 10% | 3 | -1 | -2 | 1.1
O=C(OCCO)c1cc(Cl)c(C(=O)OCCO)cc1Cl | 5 | 1.1 | -8 | -6 | 4% | -1 | 2 | -4 | 1.1
CCCCn1c(SCN2C(=O)c3ccccc3C2=O)nc2cc(S(N)(=O)=O)ccc21 | 3 | 0.98 | 3 | 5 | 8% | 0 | -2 | -8 | 1
O=C(Nc1ccc(-c2nc3ccccc3o2)c(O)c1)c1cc(-n2cnnc2)ccc1Cl | 12 | 1.1 | 19 | -2 | 9%[fluoresces] | 1 | -55[fluorescence artefact?] | 1 | 3.9*
CCOC(=O)N1CCC(N2C(=O)c3ccccc3C2Nc2ccc3c(C)cc(=O)oc3c2)CC1 (stereo unspecified) | -8 | 1.1 | 6 | -3 | 3%[fluoresces] | 3 | i[fluorescence artefact?] | 5 | 2.5*
C[C@H](NC(=O)OC(C)(C)C)c1nnc(SCC(N)=O)o1 | 8 | 1 | -9 | -8 | 3% | 3 | 1 | -6 | 1.1
N#C/C(=C/c1ccc(N2CCCCCC2)o1)c1ccc(F)cc1 | 1 | 1 | 35 | 4 | 3% | 8 | 3 | 2 | 1.1

Screening results as filed in PubChem.
